Screening results as filed in PubChem.
KDM5B inh – KDM5B demethylase inhibition. Potency, µM (doses to about 57.7 µM), for inactives: top-dose activity change, negative = inhibition, actives largely listed as inhibitors. AID 1347165. KDM5B demethylase, FDH-coupled NADH fluorescence (FDH is formaldehyde dehydrogenase). 2.6% of 220,000 active. Q9UGL1; active means well fitted inhibition curve with a large enough effect; inconclusive means small, poorly fitted or top-dose-only effect; inactive means no such curve, though single readings can be large or run the other way; further: 0% is about no effect; nearly all actives have a fitted effect of over 70% in size
Target sequence (Q9UGL1 whole entry, looked up): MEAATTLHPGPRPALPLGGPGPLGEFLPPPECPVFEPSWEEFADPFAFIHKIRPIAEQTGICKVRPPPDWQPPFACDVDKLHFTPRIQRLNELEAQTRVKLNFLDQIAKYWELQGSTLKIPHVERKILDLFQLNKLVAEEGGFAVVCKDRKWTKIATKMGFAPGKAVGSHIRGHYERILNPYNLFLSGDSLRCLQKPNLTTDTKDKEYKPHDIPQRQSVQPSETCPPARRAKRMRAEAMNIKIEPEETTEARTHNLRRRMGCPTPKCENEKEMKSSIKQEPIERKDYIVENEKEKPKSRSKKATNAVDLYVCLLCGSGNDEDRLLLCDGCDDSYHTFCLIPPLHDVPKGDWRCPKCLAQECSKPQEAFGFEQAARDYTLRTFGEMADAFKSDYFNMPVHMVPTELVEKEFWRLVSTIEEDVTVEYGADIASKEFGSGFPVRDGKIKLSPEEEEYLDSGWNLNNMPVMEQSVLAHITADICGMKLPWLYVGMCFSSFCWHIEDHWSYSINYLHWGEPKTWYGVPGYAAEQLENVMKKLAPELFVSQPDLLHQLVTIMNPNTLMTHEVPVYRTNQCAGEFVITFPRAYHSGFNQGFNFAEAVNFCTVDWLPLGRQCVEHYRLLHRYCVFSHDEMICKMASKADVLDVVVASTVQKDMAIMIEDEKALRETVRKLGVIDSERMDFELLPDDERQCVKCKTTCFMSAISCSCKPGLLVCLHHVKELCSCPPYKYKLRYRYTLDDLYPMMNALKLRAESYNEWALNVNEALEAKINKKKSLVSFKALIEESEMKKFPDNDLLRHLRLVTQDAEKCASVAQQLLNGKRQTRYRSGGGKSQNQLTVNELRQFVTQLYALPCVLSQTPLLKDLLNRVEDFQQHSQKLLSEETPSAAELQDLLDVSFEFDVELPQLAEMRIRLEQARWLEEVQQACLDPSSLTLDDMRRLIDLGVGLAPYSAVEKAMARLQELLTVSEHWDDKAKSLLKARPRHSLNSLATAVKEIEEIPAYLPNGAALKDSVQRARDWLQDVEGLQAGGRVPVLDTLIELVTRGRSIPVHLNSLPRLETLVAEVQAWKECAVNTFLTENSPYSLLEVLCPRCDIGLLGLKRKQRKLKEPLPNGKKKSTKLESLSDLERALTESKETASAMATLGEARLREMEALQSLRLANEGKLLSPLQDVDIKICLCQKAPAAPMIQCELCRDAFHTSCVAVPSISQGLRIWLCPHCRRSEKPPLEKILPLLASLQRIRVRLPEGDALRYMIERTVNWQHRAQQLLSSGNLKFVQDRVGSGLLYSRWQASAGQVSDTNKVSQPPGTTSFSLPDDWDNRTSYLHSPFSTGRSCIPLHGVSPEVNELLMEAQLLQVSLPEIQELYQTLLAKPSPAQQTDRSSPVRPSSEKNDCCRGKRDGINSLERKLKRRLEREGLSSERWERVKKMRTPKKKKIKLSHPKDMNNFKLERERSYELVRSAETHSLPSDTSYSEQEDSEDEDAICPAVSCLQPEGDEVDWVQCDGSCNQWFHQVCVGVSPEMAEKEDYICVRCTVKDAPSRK
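KDM5BΔAP (200 nM final) in 50 mM HEPES pH 7.5, 0.01% Tween-20 was preincubated 10 min at RT with compound over a concentration range. Substrate mix (H3K4me3 12.5 µM, α-KG 25 µM, Fe²⁺, ascorbate, NAD⁺, FDH) was added, and NADH fluorescence change over 30 min gave dose-response curves.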
Starred values were filed as active, the others as inactive; ? = inconclusive; & = joins results of further samples; [ ] = remark or other dose. Potency means the concentration at half of the fitted maximal effect. A portion of the library (hit frequency here may not be typical).

The opening 3 entries (preview)
SMILES | KDM5B inh
COc1cc(OC)cc(C(=O)N2CCC3(C2)NC(=O)N(Cc2ccc(Cl)cc2)C3=O)c1 (centres undefined) | 19%
O=Cc1ccc(N2CCN(C(=O)N3CCOCC3)CC2=O)cc1 | 11%[149 µM]
C#CCn1c(O)c(/C=C2/C=Nc3ccccc32)sc1=O | 4%

This part in full (from the top)
SMILES | KDM5B inh
COc1cc(OC)cc(C(=O)N2CCC3(C2)NC(=O)N(Cc2ccc(Cl)cc2)C3=O)c1 (centres undefined) | 19%
O=Cc1ccc(N2CCN(C(=O)N3CCOCC3)CC2=O)cc1 | 11%[149 µM]
C#CCn1c(O)c(/C=C2/C=Nc3ccccc32)sc1=O | 4%
COc1ccc(N2Cc3c(NC4CC4)ncnc3N(C)CC2=O)cc1 | ?
CN(C)/C=C\C(=O)c1cccc([N+](=O)[O-])c1 | 10%
CCN1CCN(CC2CCCN2)CC1 (centres undefined) | -60%
CCn1nccc1C(=O)N1CCCn2ccnc2C1c1ccccc1 (centres undefined) | 21%
CC(=O)c1cccc(NC(=O)c2cccc3ncccc23)c1 | 8%
CC(C)c1noc(-c2cn(C3CCN(C(=O)c4ccc(F)cc4Cl)C3)nn2)n1 (centres undefined) | 41%
COC(=O)c1ccc(/C=N/OCc2ccc(C#N)cc2)cc1 | 30%[activator]
CCCCNC(=O)c1ccc(NC(=O)c2ccccc2C)cc1 | 28%
O=C(Nc1ccc(NC(=O)c2ccc([N+](=O)[O-])o2)cc1Cl)c1ccco1 | 15%
CCN(c1ccccc1)S(=O)(=O)c1ccc(NC(=O)c2cc(=O)c3ccccc3o2)cc1 | -2%&15%
CCN(CC)S(=O)(=O)c1ccc2c(c1)N(CC(=O)NCCCN1CCN(c3cc(C)ccc3C)CC1)C(=O)CO2 | -24%
COCCn1c(C(=O)NCc2cccnc2)nc2ccccc2c1=O | 15%
O=C(NCCC1CCN(Cc2ccccc2)CC1)C1CNCCO1 (centres undefined) | -31%
O=S(=O)(NCCO)c1ccc(Cl)c(Cl)c1 | 18%
CCOCCCn1c(SCC(=O)Nc2cccc(OC)c2)nc2ccccc2c1=O | -2%
O=C(NC1CC(=O)N(CCc2cccc(Cl)c2)C1)c1ccsc1 (centres undefined) | -5%
CC(C)N1C[C@H](O)C[C@H]1c1nnc2n1CCN(C(=O)C1CCOCC1)CC2 | -15%
Cc1ccccc1CNC(=O)c1cc2c(s1)CCCC2 | 2%
Cc1c(C(=O)N2CCOCC2)cnn1-c1ccccc1F | -10%
O=C(Cn1c(=O)nc2n1C(=O)N(c1ccccc1)C2)NCc1ccccc1 | 16%
Cc1ccc(-c2nnn3c2nc(NCCc2ccc(Cl)cc2)c2ccccc23)cc1 | -4%
CCc1ccc(C(=O)c2sc(Nc3cccc(SC)c3)nc2N)cc1 | -8%
Cc1cccc(-n2ncc(C(=O)NCc3ccccn3)c2C2CCN(C(=O)OC(C)(C)C)CC2)c1 | ?
O=C(N[C@@H]1C[C@H]2CC[C@@H]1C2)c1c(Cl)cccc1Cl | 32%
COc1ccc(Cl)cc1NC(=O)N1CCC(CN2CCCCCC2)CC1 | -17%
CC(C)(C)OC(=O)N1CCCC(n2c(=O)[nH]c3cccnc32)C1 (centres undefined) | -9%[86.2 µM]
O=C(c1nnc(CNC2CCOCC2)n1Cc1ccccc1)N1CCC[C@@H]1c1ccc(Br)cc1 | 7%
Nc1ccc2c(c1)CCC(=O)N2 | ?
COc1ccc(C(=O)N2CCC(n3cc(-c4nc(C5CC5)no4)nn3)C2)cc1 (centres undefined) | -8%
CCc1cc2c(SCc3ccc(C(=O)OC)o3)ncnc2s1 | -15%
CCc1ccc(CN2CCCC(CNC(=O)c3cccc(OC)c3OC)C2)o1 (centres undefined) | 14%
CC(=O)c1ccc(NC(=O)CSc2nnc(NC(=O)NC3CCCCC3)s2)cc1 | 8%
CCn1ncc(N2CCCC(CC(=O)N3CCCCC3)C2)cc1=O (centres undefined) | 24%
O=C(Nc1ccc(Cl)cc1)c1c2c(nc3ccccc13)CCCC2 | 17%
CN1C(=O)Cc2cc(S(=O)(=O)CCC(=O)Nc3ccc(OC(F)(F)F)cc3)ccc21 | -13%
Cc1cccc(-n2c3c(cc(C#N)c2=O)C(=O)CC(c2ccccc2)C3)c1C (centres undefined) | -8%
CC(Sc1ccccc1)C(=O)OCc1nc(N)nc(Nc2ccc(Cl)cc2)n1 (centres undefined) | -18%
CC(C)CNC(=O)NC1=C(C#N)C(C)(C)Cc2ccccc21 | 9%
Fc1ccc(COc2cccc(-c3nnco3)c2)cc1 | 9%
CCOC(=O)c1cnc2c(ccc3ccccc32)c1Nc1ccc(OCC)cc1 | -7%
CC(NCC(c1cccs1)c1c[nH]c2ccccc12)C(=O)NCc1ccccc1 (centres undefined) | -14%
COc1ccc(C)cc1N(CC(=O)Nc1ccc(S(=O)(=O)N2CCCC2)cc1)S(C)(=O)=O | -1%
Cc1c(Cl)ccc2sc(N3CCN(C(=O)C(C)C)CC3)nc12 | -2%
CN(CC1CCOCC1)C(=O)c1ccccc1 | 1%
Cc1nnc(SCC(=O)NCc2ccccc2Cl)c2nn(-c3ccccc3)c(C)c12 | -16%
CCCc1nnc(NC(=O)C(=O)NCCN(CC)CC)s1 | 0%
Cc1ccc(NC(=O)CSc2ncn[nH]2)cc1C | ?
COc1cc(Cn2c(-c3ccc(O)c(OC)c3)nc3ccccc32)ccc1O | -7%
Cc1cccc(CN2CCN(Cc3nc(-c4cccs4)oc3C)CC2CCO)n1 (centres undefined) | 25µM*
COc1ccccc1NC(=O)C(C)n1cnc2c1c(=O)n(C)c(=O)n2C (centres undefined) | 22%
c1ccc(O[C@H]2COCCN(c3nc4ccccc4s3)C2)nc1 | -19%[86.2 µM]
CCOC(=O)C1(Cc2cccc(C(F)(F)F)c2)CCN(Cc2cn(CC)nc2C)CC1 | 7%
Cc1ccccc1OCC(=O)Nc1cc(S(=O)(=O)N2CCOCC2)ccc1N1CCCC1 | -25%
CCOC(=O)c1cnc2ccc(Cl)cc2c1Nc1ccc(N2CCOCC2)cc1 | -10%
CC(C)c1noc(C2CCCN(Cc3ccccc3)CCC(=O)NCC2)n1 (centres undefined) | -31%
COc1cc(CN2CCC3(CC2)CN(c2ccncn2)CC3CO)ccc1F (centres undefined) | 6%
CN1C(=O)c2ccccc2Sc2ccc(NC(=O)N3CCN(c4ccccc4F)CC3)cc21 | -13%

2 entries from above, field by field:
CCCc1nnc(NC(=O)C(=O)NCCN(CC)CC)s1
  KDM5B inh = 0%

COc1ccccc1NC(=O)C(C)n1cnc2c1c(=O)n(C)c(=O)n2C (centres undefined)
  KDM5B inh = 22%

Back to the main list with the five entries that preceded the break.
SMILES | KDM5B inh
Cc1ccccc1OCC(=O)Nc1cc(S(=O)(=O)N2CCOCC2)ccc1N1CCCC1 | -25%
CCOC(=O)c1cnc2ccc(Cl)cc2c1Nc1ccc(N2CCOCC2)cc1 | -10%
CC(C)c1noc(C2CCCN(Cc3ccccc3)CCC(=O)NCC2)n1 (centres undefined) | -31%
COc1cc(CN2CCC3(CC2)CN(c2ccncn2)CC3CO)ccc1F (centres undefined) | 6%
CN1C(=O)c2ccccc2Sc2ccc(NC(=O)N3CCN(c4ccccc4F)CC3)cc21 | -13%
c1ccc(CNC[C@H]2COCc3nc4ccccc4n32)cc1 | 17%[86.2 µM]
CCc1nnc2ccc(N3CCN(C(C)C)CC3)nn12 | ?
NS(=O)(=O)c1ccc(CCNC(=O)c2ccc([N+](=O)[O-])s2)cc1 | -6%
COCCN1CCC(N2CCN(C(=O)c3cc(F)cc(F)c3)CC2)C1=O (centres undefined) | 6%
Cn1c(C(=O)N2CCNC(=O)C2)cc2ccccc21 | 11%
COc1ccc(Cl)cc1NC(=O)CCC1CCCN(C(=O)CCc2c(C)noc2C)C1 (centres undefined) | ?
CC(C)NC(=S)NCc1cccc(Cl)c1 | 18%
Cc1cc(OCC(=O)Nc2ccc(S(=O)(=O)N3CCN(C)CC3)cc2)ccc1Br | -8%
COc1ccc(-c2nc3cc(C)ccc3cc2CN2CCN(C)C(CCO)C2)cc1 (centres undefined) | ?
CN(Cc1ccccc1F)C(=O)c1ccccc1Sc1ccccc1C#N | 16%
O=C(/C=C/c1ccco1)Nc1ccc2oc(-c3ccccc3F)nc2c1 | ?
COc1ccc(Nc2nc(C(=O)OCC(=O)c3ccc(Cl)cc3)cs2)cc1 | 8%
COc1cccc(-c2cc3c(=O)n(CC(O)c4ccc(C(C)C)cc4)ccn3n2)c1 (centres undefined) | ?
COc1ccccc1CCNC(=O)C1(c2cccs2)CCOCC1 | 1%
COc1ccc2cc(C3CN(Cc4nc(C(N)=O)no4)CCO3)ccc2c1 (centres undefined) | 18µM*
Cc1nc2ccccn2c1-c1ccnn1S(=O)(=O)c1ccc(F)cc1 | 6%
CNC(=O)CN1CCCCC1C(=O)Nc1cccc(-c2cccc(OC)c2)c1 (centres undefined) | -5%
CCOC(=O)C1CCN(C(=O)C2CCN(S(=O)(=O)c3c(C)noc3/C=C/c3ccc(C)cc3)CC2)CC1 | ?
COc1ccc(-c2cc3ccc(OC)cc3oc2=O)cc1 | ?
CCCN(CC1CCOC1)S(=O)(=O)c1ccc(F)c(Cl)c1 (centres undefined) | -13%
CCNC(=O)Nc1ccc2c(c1)CN(Cc1ccc(Cl)cc1)C(=O)C(C)O2 (centres undefined) | ?
CCN(CC(=O)N1CCOCC1)S(=O)(=O)c1ccc(Cl)cc1 | 28%
CN(Cc1ccccc1)C(=O)C[C@@H]1O[C@H](CNC(=O)c2ccc(N(C)C)cc2)[C@@H](O)[C@H]1O | 11%
CC(C)CCNC(=S)Nc1cccc(C(F)(F)F)c1 | -24%
CN(C)c1ccc(-c2ccnc(N[C@H]3CO[C@H]4[C@@H]3OC[C@H]4OC(=O)NC3CCCCC3)n2)cc1 | 32µM*
O=C(O)Cc1cc(Cl)c2c(c1)OCCCO2 | 17%
O=C(c1cnn(Cc2ccccc2)c1)N1CCCn2nc(CO)cc2C1 | 33%[activator]
CC(CNC(=O)CCc1ccccc1)NC(=O)CCc1ccccc1 (centres undefined) | -3%
COc1ccc(-c2coc3c(CN4CCOCC4)c(O)ccc3c2=O)cc1 | ?
O=C(Cc1ccccc1F)NCCc1noc(-c2cccnc2)n1 | -5%
Cc1[nH]c2ccccc2c1C(=O)CSc1cccc[n+]1[O-] | 25%
CN(C)C(=O)Cc1ccccc1 | 10%
Cc1ccc(C(C)C)c(OCC(=O)NS(=O)(=O)c2ccc(Cl)cc2)c1 | 9%
O=C(CCS(=O)(=O)c1ccc(F)cc1)Nc1ccc(OC(F)F)c(Cl)c1 | 11%
Cc1ccccc1NC(=O)COC(=O)c1cc(C(C)C)nc2ccccc12 | 12%
CCOc1ccccc1NC(=O)CSc1ncc(S(=O)(=O)c2ccc(C)c(C)c2)c(N)n1 | ?
O=C(CSc1nc2ccc(NC(=O)c3ccc(Cl)cc3)cc2s1)NC1CCCCC1 | 10%
Cc1ccc(Nc2nc3ccccc3nc2NS(=O)(=O)c2ccccc2)cc1F | 4%
CCn1c(=O)cc(SCC(=O)NCc2ccccc2OC)c2ccccc21 | -10%
COc1ccccc1-c1cc(C(=O)N2CCCC2)nc2c1cnn2C | 79µM*
O=C(CCc1ccccc1)NCC1(c2ccccc2)CCCC1 | 33%
CCN(c1ccc(NC(=O)COC(=O)c2cc3ccccc3oc2=O)cc1)C(C)C | -6%
CCOC(=O)NNC(=O)C1CCC(C)CC1 (centres undefined) | -10%
COc1ccc(CNc2oc(COc3ccccc3F)nc2C#N)cc1 | 1%
N#C/C(=C/c1ccc(OC(F)F)cc1)C(=O)Nc1ccccc1Oc1ccccc1 | -26%
O=c1oc2ccccc2cc1-c1nc(-c2ccccc2Cl)no1 | -11%
CS(=O)(=O)N1CCOCCNC(=O)[C@@H]2CCC[C@@H]21 | -14%
Cc1ccc(C(=O)N2CCN(c3nnc4c(Cl)cccn34)CC2)cc1 | -6%
C=CCN(CC=C)C(=O)c1cc(-c2ccc(OC)cc2)nc2ccccc12 | ?
Cc1cc(C)c(/C=C/C(=O)c2cc3ccccc3o2)c(C)c1 | -6%
N#Cc1cnc(N2CCN(Cc3cncnc3)CC2)nc1N | -26%
CCCS(=O)(=O)N1CCC2(CC1)CC(N1CCN(C(C)=O)CC1)CCO2 (centres undefined) | -5%
O=C(NC1CCCCC1)NC1CCN(C(=O)N2CC3CC(C2)[C@H]2CCCC(=O)N2C3)CC1 (some centres undefined) | -15%
CCC(C)(C)C(=O)N1CCC2(CC1)CC(N(Cc1ccc(F)cc1)C1CC1)CCO2 (centres undefined) | 4%
Cc1ccccc1CNC(=O)c1ccc(CN2C(=O)NC3(CCOCC3)C2=O)cc1 | -8%
O=C(CN1C(=O)NC2(CCS(=O)(=O)CC2)C1=O)Nc1ccc2c(c1)OCCO2 | 1%
CS(=O)(=O)c1ccc(Cl)c(NC(=O)Nc2ccccc2)c1 | 5%
CCCC(NC(=O)c1ccc(C#N)cc1)c1ccccc1 (centres undefined) | -16%
Cc1ccc(-c2noc([C@@H]3CCCN3C(=O)Cc3ccccc3)n2)cc1 | -8%

An excerpt of these results, as labelled records.
CCN(CC)S(=O)(=O)c1ccc2c(c1)N(CC(=O)NCCCN1CCN(c3cc(C)ccc3C)CC1)C(=O)CO2
- KDM5B inh: -24%
COCCn1c(C(=O)NCc2cccnc2)nc2ccccc2c1=O
- KDM5B inh: 15%
O=C(NCCC1CCN(Cc2ccccc2)CC1)C1CNCCO1 (centres undefined)
- KDM5B inh: -31%
O=S(=O)(NCCO)c1ccc(Cl)c(Cl)c1
- KDM5B inh: 18%
